# MITF TRPM1 inh: MITF TRPM1 promoter inhibition in SK-MEL-5 cells; AID 488899; inhibition, % at 12.5 µM; SK-MEL-5 TRPM1 promoter luciferase, 24 h; 330,000 compounds, 0.83% hits;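 active = mean inhibition across replicates of 60% or more, whatever share of single replicates reaches that level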; note: values of inactives mirror those of a sister screen read the other way
# HIF-2a block: blocks HIF-2a reporter activity. AID 624352. 786-0 RCC cells HIF-2a reporter, luciferase luminescence, overnight. inhibition, % at 18.8 µM. 360,000 compounds, 0.72% hits;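 active = inhibition of the luminescence signal of 40% or more relative to plate controls, in a single-dose primary screen at 18.75 µM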
# CaV13 FRET inh: Disruptors of the CACNA1D IQ motif to Ca2+-dependent inactivation inhibitor domain association, primary screening, Förster resonance energy transfer in intact living …; AID 743397; 340,000 compounds, 0.098% hits; inhibition, % at 12.3 µM; HEK cells, CFP/YFP FRET ICDI-IQ, plate reader, 10 min; percent FRET-ratio fall versus neutral wells;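 active = mean replicate inhibition of at least 30% and at least 1% of replicates passing that level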;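 note: 0% = median of the neutral control wells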
# aDG glyco act: increases alpha dystroglycan glycosylation; Pro5-aDG cells, alpha-DG glycosylation AlphaScreen (IIH6); 0% Pro5, 100% B10-LARGE cell signal; activation, % at 10 µM; 360,000 compounds, 0.22% hits;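 active = activation of at least 8% versus controls, or a plate z-score of at least 8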;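 note: Pro5 are CHO cells carrying HIG-tagged alpha-DG that lacks glycosylation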
# iPSC survival up: increases survival of single human iPS cells; survival enhancement, % at 20 µM; 360,000 compounds, 0.044% hits; AID 602274; hiPSC single-cell survival, ATPlite luminescence; 100% = ROCK inhibitor wells, 0% = DMSO; in the data active = survival enhancement above about 18%;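 note: cells exposed to compounds for 16 hours before the ATP read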
# Granule exo inh: blocks lytic granule exocytosis; 360,000 compounds, 0.66% hits; TALL-104 LAMP-1 surface exposure, flow cytometry; cells stimulated with thapsigargin and PMA; inhibition, % at 10 µM;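 active = inhibition above about 55%, limit read from the data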
# Peg3 promoter: Peg3 promoter activity inhibition; inhibition, % at 20 µM; HeLa PEG-Prom luciferase reporter, luminescence, overnight; 360,000 compounds, 1.7% hits;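 active = inhibition of at least 50% at 20 µM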
# Vif inh: inhibitors of HIV Vif; 340,000 compounds, 0.35% hits; HEK293T cells, Vif self-association by quenched fluorescence, imaging, 24 h; inhibition, % at 7.49 µM; in the data active = inhibition above about 50%, passing the limit was not always enough; note: some results filed as inactive read as strong as hits
# NR2E3 ag-1: NR2E3 (human) agonism; GST-NR2E3/biotin-RetCOR TR-FRET, 1536-well; inhibition of corepressor binding, % at 4.78 µM; 320,000 compounds, 0.12% hits; AID 2300;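 active = percent inhibition above the cutoff of mean plus 3 SD of all tested compounds, set per screening campaign, cut at about 20% in these data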;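 note: 0% = DMSO wells and 100% = biotin wells as full block of FRET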
# Target sequence (Q9Y5X4 whole entry, looked up): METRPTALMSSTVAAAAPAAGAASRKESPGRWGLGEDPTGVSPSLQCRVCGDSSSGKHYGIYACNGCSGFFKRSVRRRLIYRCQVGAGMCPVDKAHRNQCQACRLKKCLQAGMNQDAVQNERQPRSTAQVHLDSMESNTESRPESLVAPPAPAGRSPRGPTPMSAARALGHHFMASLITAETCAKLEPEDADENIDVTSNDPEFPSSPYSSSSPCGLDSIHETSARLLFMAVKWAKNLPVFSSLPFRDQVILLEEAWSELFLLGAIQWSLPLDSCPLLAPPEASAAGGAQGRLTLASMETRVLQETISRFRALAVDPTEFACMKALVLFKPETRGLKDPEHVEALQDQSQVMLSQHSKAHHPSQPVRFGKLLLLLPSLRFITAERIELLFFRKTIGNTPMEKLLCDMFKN
#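 Test system – NR2E3–RetCOR corepressor complex · Quantity – NR2E3 fusion 1.35 nM · Buffer or medium – Tris pH 7.5 · Incubation – Compound–protein incubation for 5 h at 4 °C · Technique – TR-FRET, Eu(K)-anti-GST donor, streptavidin-D2 acceptor, ex 340, em 617/671 nm · Evaluation – percent inhibition of 671/617 nm emission ratio versus biotin and DMSO controls · Plate – 1536-well format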
# PDI turbidity: PDI (human) enzyme inhibition. P07237. inhibition, % at 10 µM. PDI insulin aggregation turbidity, A650, 90 min. 350,000 compounds, 0.052% hits;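 active = mean inhibition across replicates of 30% or more, whatever share of single replicates reach that level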;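 note: absorbance from insulin aggregation driven by PDI reduction with DTT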
# Target sequence (P07237 whole entry, looked up): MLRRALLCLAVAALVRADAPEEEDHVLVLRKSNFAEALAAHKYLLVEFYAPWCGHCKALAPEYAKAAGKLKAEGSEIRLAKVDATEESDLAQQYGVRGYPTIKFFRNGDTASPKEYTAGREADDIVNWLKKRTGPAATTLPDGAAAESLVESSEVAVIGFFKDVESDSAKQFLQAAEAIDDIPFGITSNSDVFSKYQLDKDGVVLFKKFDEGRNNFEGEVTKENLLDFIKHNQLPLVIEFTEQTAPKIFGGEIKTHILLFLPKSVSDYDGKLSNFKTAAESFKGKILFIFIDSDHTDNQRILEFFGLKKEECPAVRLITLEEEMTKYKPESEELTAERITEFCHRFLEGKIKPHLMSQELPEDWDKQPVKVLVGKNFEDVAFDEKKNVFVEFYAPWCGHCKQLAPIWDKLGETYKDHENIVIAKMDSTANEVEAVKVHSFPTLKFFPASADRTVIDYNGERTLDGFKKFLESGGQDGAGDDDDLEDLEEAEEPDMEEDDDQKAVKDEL
# NR2E3 ag-2: human photoreceptor-specific nuclear receptor agonism | 360,000 compounds, 0.35% hits | CHO-S Gal4-NCOR/VP16-NR2E3 two-hybrid, luciferase | inhibition of corepressor binding, % at 3.98 µM | AID 602229 | Q9Y5X4;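 active = inhibition above the mean of all tested compounds plus 3 SD, cut at about 70% in these data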;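 note: 0% = DMSO with NR2E3 transfected cells and 100% = cells lacking NR2E3 construct; higher means lower luciferase signal from less NR2E3 corepressor binding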
# Active calls of the source: *; · = not tested or not shown.
SMILES,MITF TRPM1 inh,HIF-2a block,CaV13 FRET inh,aDG glyco act,iPSC survival up,Granule exo inh,Peg3 promoter,Vif inh,NR2E3 ag-1,PDI turbidity,NR2E3 ag-2
Cc1ccc(NC(=O)CN(C)C(=O)Cc2ccc(Cl)cc2Cl)cc1,-6,-4,-4,-0.1,-0.3,-1,3,-9,1,-7,17
COc1cccc(/C=C/C(=O)Nc2ccc(OC)nc2)c1,-25,-158,-6,0.0,-1.8,18,-137,-8,-2,1,-34
COc1ccc(C2C(C(=O)c3sc(C)nc3C)=C(O)C(=O)N2CCN(C)C)cc1OC (configuration not stated),11,23,-1,-0.1,1.3,0,3,16,4,11,-5
COc1ccc(NC(=O)c2nnn(Cc3cccc(F)c3)c2N)c(OC)c1,-6,2,-1,0.1,-2.0,0,7,14,3,·,44
CC1CC(=O)Nc2ccccc2S1(=O)=O (configuration not stated),-1,14,·,-0.1,7.5,-2,3,·,2,0,-5
CC(C)COc1ccc(-c2nnc(-c3ccco3)o2)cc1,-33,-75,-9,0.0,-2.6,5,-74,1,0,-2,-182
Cc1ccc2[nH]c(=O)c(-c3nc4cc(C)ccn4c3NCc3ccco3)cc2c1,-5,-217,·,1.2,0.7,6,-121,·,-1,5,-73
Cc1cccc(OCC(=O)Nc2ccc(N3CCN(C(=O)c4ccco4)CC3)cc2)c1,15,-10,-7,3.4,0.2,-4,12,-7,1,-1,8
CCC(C)NCCCCOc1ccc(Br)cc1 (configuration not stated),13,17,-4,1.0,1.0,9,-1,-8,0,-7,-1
CC1CC(C)(C)NC(=S)N1CC(=O)N(C)Cc1ccccc1 (configuration not stated),-3,19,-4,0.0,1.4,0,1,0,0,1,-19
Cc1ccc(NC(=O)CN(C)C(=O)COC(=O)/C=C/c2cccs2)cc1,7,0,-6,0.3,-0.4,-3,2,13,3,-7,-5
CCN(CC(=O)Nc1cccc(OC)c1)C(=O)C1CCN(C(=O)Nc2ccccc2)CC1,-3,-38,-5,0.1,-1.9,0,-33,-2,-2,-5,4
Cc1cc(C)c(NC(=O)Cn2c(=O)n(-c3ccc(CC(=O)NCC4CCCO4)cc3)c(=O)c3ccccc32)c(C)c1 (configuration not stated),5,13,-5,0.0,1.5,0,18,-1,3,-14,-41
O=C(c1cscn1)N1CCCC(N2CCN(c3ccc(F)cc3)CC2)C1 (configuration not stated),10,-4,-2,-0.2,-0.5,4,2,·,0,-9,3
CCn1c(SCC(=O)c2c[nH]c3ccccc23)nnc1-c1cccs1,8,-22,-6,-0.1,-1.4,-13,-4,-13,4,11,-12
COc1ccc(Cc2nnc(Nc3ccc(C)cc3)o2)cc1OC,-2,0,-14,0.2,-0.6,-3,-4,9,1,-1,-1
O=C(Cn1c(NCCCO)nc2ccccc21)c1ccc([N+](=O)[O-])cc1,1,1,-20,-0.2,0.1,0,9,6,3,-5,2
CCc1cccc(NC(=O)Cn2c(=O)oc3cc(S(=O)(=O)N4CCOCC4)ccc32)c1,·,4,-6,0.1,0.3,-5,7,·,0,-6,19
CN(C)C(=O)CSc1nnc(-c2ccncc2)n1Cc1ccco1,·,16,-2,-0.1,-0.7,-3,10,-4,1,3,-6
CN(C)c1ccc(CN(C(=O)C2COc3ccccc3O2)C2CCS(=O)(=O)C2)cc1 (configuration not stated),0,-22,-7,-0.1,0.0,2,0,-6,0,0,-13
CCCC(=O)NC(C)c1nc2ccccc2n1C (configuration not stated),-3,6,-6,-0.1,0.6,3,2,2,4,-3,5
O=C(c1cc2sccc2n1Cc1ccc(F)cc1)N1CCc2ccccc21,14,-58,·,0.7,-2.5,-3,0,16,0,2,-30
O=C(Nc1cc(C(F)(F)F)ccc1Cl)C1CCN(c2nnc(-n3cccc3)s2)CC1,8,5,·,0.5,5.5,0,9,-9,·,-5,-4
CC1CC(C)CN(CCCNC(=O)c2ccc3c(SCC(=O)O)c4c(nc3c2)CCC4)C1 (configuration not stated),-11,9,-11,-0.1,1.0,-2,-4,6,-2,-2,-14
CCN(CCn1cccn1)C(=O)c1cc(COc2ccc(F)cc2Cl)on1,-8,-22,-19,0.2,1.2,-1,-17,-1,-3,-5,-33
Cc1ccc(S(=O)(=O)N(C)C)cc1NC(=S)N(CCC#N)Cc1cccnc1,0,-7,-4,-0.2,1.7,8,-6,-3,3,1,-14
CN(C)CCNC(=O)Nc1cccc(Cl)c1Cl,6,13,·,0.4,-4.3,-3,1,-4,0,-1,-8
Cc1ccc(S(=O)(=O)N2C[C@]3(O)C[C@@H]4C(=O)N(c5ccccc5)C(=O)[C@@H]4C[C@]3(OC(=O)NC3CCCC3)C2)cc1,·,2,-5,-0.1,-1.8,4,-10,-3,·,0,-38
COc1ccc(Cl)cc1C(=O)N(Cc1nc(-c2cccc(C)c2)no1)C(C)C,10,2,-7,0.3,-0.2,6,14,·,-1,-2,-23
CCOc1ccccc1C1C(C(=O)Nc2ccc(OC)cc2)=C(C)Nc2nc(CCCO)nn21 (configuration not stated),12,14,-4,0.8,4.4,-1,0,-7,2,·,-25
COCCN(CCOC)Cc1cc(=O)oc2cc3c(cc12)CCC3,3,0,-4,-0.1,1.1,4,0,22,3,-2,-24
COC(=O)c1cc(S(=O)(=O)NCc2ccccc2)cn1C,4,-11,-3,0.1,2.1,2,9,-8,5,·,3
COc1ccc(C)cc1-n1nc2ccccc2n1,-4,-31,-3,0.0,-0.3,-2,-14,2,4,1,-4
CCCNC(=O)c1ccc2c(=O)c(O)c(-c3ccc(F)cc3)[nH]c2c1,31,35,·,0.4,-0.1,4,25,-2,2,-1,13
CCCCCCn1ccc(=N)cc1,19,19,-6,0.3,0.7,1,7,5,3,1,-6
Fc1ccc(NC(=S)N2CCc3ccccc32)cc1,-5,-94,0,0.0,0.4,-2,-65,15,·,13,-18
O=C(Nc1ccc(N2CCCC2)cc1)c1ccccc1[N+](=O)[O-],-2,-36,-5,-0.2,1.9,1,1,3,-1,1,-9
O=C(O)CC(C(=O)OCC1CCCO1)N1CCOCC1 (configuration not stated),0,9,-4,0.0,0.5,-3,1,4,-2,26,-1
COc1ccc(Cc2c(-c3ccc(F)cc3)nc3ccc(Cl)cn23)c(C)c1,·,-175,-4,-0.1,0.6,-4,-128,·,·,·,-43
O=C(COc1ccccc1Cl)Nc1nnc(S(=O)(=O)N2CCCC2)s1,8,-6,-6,-0.1,-0.1,-5,9,·,-1,-6,-31
COc1ccc(C(=O)Nc2nc(CC(=O)NCCc3cccc(OC)c3)cs2)cc1,-15,-129,-6,0.2,-0.5,-7,-57,2,-2,-4,-32
Cc1ccc(S(=O)(=O)N2CCN(Cc3cc(C(C)(C)C)ccc3O)CC2)cc1,9,12,-16,0.0,3.3,-10,16,-1,4,19,-6
C/C(=N/NC(=O)CNC(=O)CCc1ccccc1)c1ccc(Cl)cc1,-1,-24,2,0.1,0.9,-2,-9,2,1,9,1
N#CCCCCN1CCCC1,-6,10,-19,0.1,1.0,-2,-8,1,·,-4,-12
CCOC(=O)CP(=O)(c1ccccc1)c1ccccc1,-7,23,·,0.1,-0.5,1,25,-18,0,0,12
CCOC(=O)c1sc(C)c(C(=O)NCC(C)(C)CN(C)C)c1N,3,6,·,0.3,-0.5,-17,-4,46,1,-5,-7
COc1cccc(NS(=O)(=O)c2cn(C)c(=O)n(C)c2=O)c1,·,10,-4,0.4,-1.0,-1,1,11,1,·,20
CCN1C(=O)c2ccccc2Sc2ccc(C(=O)NCCCN3CCCCC3)cc21,1,13,-3,-0.4,-0.5,0,2,20,-1,-4,-3
FC(F)(F)c1cc(Nc2ccccc2)nc(-c2ccccn2)n1,-8,-11,-3,1.1,1.7,-6,9,15,0,3,10
O=P(O)(O)c1ccccc1OCCOCCOCCOCCOc1ccccc1P(=O)(O)O,-60,-207,-6,0.6,-0.1,-1,-142,-17,0,-4,-41
COc1ccc(/C=N/NC(=O)c2c(-c3ccccc3)noc2C)cc1[N+](=O)[O-],6,8,·,0.1,-0.1,-2,24,-14,2,3,-6
O=C(O)c1c2c(nc3ccc(S(=O)(=O)N4CCC(C(=O)NC5CCCCCC5)CC4)cc13)CCCC2,-9,4,-5,-0.4,0.9,-3,6,0,1,-37,-21
COc1cccc(-c2cc3nc(NCc4cccnc4)n(C)c(=O)c3s2)c1,·,-247,-16,-0.2,11,13,-173,-25,·,3,-46
Fc1cc(Br)ccc1NC(=S)NCCc1ccccc1,-50,-199,-7,0.6,-4.4,3,-128,0,3,-4,-72
CC(=O)Nc1cc(NC(C)=O)cc(C(=O)OCC(=O)Nc2ccc(S(=O)(=O)NC3=NCCCCC3)cc2)c1,10,13,-6,-0.2,-0.1,0,11,-6,4,-12,-31
O=C(/C=C/c1ccc(Cl)c(Cl)c1)N1CCOCC1,-45,-186,-20,0.0,-0.3,-4,-128,-1,-4,3,-63
COc1ccc(C(=O)CSC(=S)N2CCCCC2)cc1,·,-218,·,-0.3,-0.3,-3,-146,-7,·,·,-179
Oc1ccc(C[C@@H](CN2CCC[C@@H]2CN2C(=S)NC[C@@H]2Cc2ccccc2)N2C[C@H](Cc3ccccc3)N(CCc3ccccc3)C2=S)cc1,·,-8,-8,0.5,-0.9,2,-17,14,·,·,9
CCOc1ccc(S(=O)(=O)N2CCN(C(=O)c3ccco3)CC2)cc1,8,7,-3,0.2,-0.6,0,-1,-3,1,-8,8
Cc1ccc(OCCCn2c(CO)nc3ccccc32)cc1,-29,-158,-5,0.0,0.3,-2,-159,-11,0,-3,-47

# Quoted at random: two records from the list
SMILES,MITF TRPM1 inh,HIF-2a block,CaV13 FRET inh,aDG glyco act,iPSC survival up,Granule exo inh,Peg3 promoter,Vif inh,NR2E3 ag-1,PDI turbidity,NR2E3 ag-2
COc1ccc(C(=O)Nc2nc(CC(=O)NCCc3cccc(OC)c3)cs2)cc1,-15,-129,-6,0.2,-0.5,-7,-57,2,-2,-4,-32
COc1cccc(-c2cc3nc(NCc4cccnc4)n(C)c(=O)c3s2)c1,·,-247,-16,-0.2,11,13,-173,-25,·,3,-46

# Carrying on.
SMILES,MITF TRPM1 inh,HIF-2a block,CaV13 FRET inh,aDG glyco act,iPSC survival up,Granule exo inh,Peg3 promoter,Vif inh,NR2E3 ag-1,PDI turbidity,NR2E3 ag-2
COc1cc(C(CCN2CCN(c3ccccc3)CC2)c2c(OC)cc(OC)c3c(C)cc(=O)oc23)cc(OC)c1OC (configuration not stated),15,12,-5,1.3,-3.0,1,20,1,1,6,28
Cc1nc(NC(C)c2ccccc2)c2c3c(sc2n1)CCC3 (configuration not stated),20,-18,·,1.1,-1.9,4,4,-9,-1,7,0
CCN=C1S/C(=C\c2ccc(O)c(OCC)c2)C(=O)N1CC,-32,-60,-3,0.0,3.4,-5,-3,-4,-3,10,1
Cn1c(CNC(=O)c2ccccc2F)nnc1SCC(=O)Nc1nnc(C2CC2)s1,-15,11,-4,-0.1,1.3,-6,-3,-2,2,-43,23
COc1ccc(CNn2c(-c3ccccc3F)nc3ccccc3c2=O)cc1OC,7,11,-2,-0.1,-0.4,14,32,-5,3,4,-33

# Compound activity: PubChem, several laboratories

# Outcome played no part in choosing rows; 3.5% or so of the library scored in one or more.
